# PLK1 kinase inh = PLK1 (human) kinase inhibition; P53350; recombinant PLK1 kinase, TR-FRET peptide phosphorylation; inhibition, % at 10 µM; hit rate 0.53% among 97,000; AID 619;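 active = inhibition of 50% or more in the single-concentration screen; inactive = inhibition below 50%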;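 also: 0% = DMSO max control and 100% = H-89 dihydrochloride min control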
# EphB4 antag = antagonists of human EphB4-ephrin-B2 interaction; inhibition, % at 7 µM; hit rate 0.15% among 97,000; EphB4 LBD / TNYL-RAW-Alexa532 peptide, fluorescence polarization; AID 720;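 active = inhibition above the screen-wide mean inhibition plus 3 SD, cut at about 15% in these data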;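 also: 0% = DMSO wells and 100% = excess unlabeled TNYL-RAW peptide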
# Target sequence (P54760 whole entry, looked up, the tested form may be a part): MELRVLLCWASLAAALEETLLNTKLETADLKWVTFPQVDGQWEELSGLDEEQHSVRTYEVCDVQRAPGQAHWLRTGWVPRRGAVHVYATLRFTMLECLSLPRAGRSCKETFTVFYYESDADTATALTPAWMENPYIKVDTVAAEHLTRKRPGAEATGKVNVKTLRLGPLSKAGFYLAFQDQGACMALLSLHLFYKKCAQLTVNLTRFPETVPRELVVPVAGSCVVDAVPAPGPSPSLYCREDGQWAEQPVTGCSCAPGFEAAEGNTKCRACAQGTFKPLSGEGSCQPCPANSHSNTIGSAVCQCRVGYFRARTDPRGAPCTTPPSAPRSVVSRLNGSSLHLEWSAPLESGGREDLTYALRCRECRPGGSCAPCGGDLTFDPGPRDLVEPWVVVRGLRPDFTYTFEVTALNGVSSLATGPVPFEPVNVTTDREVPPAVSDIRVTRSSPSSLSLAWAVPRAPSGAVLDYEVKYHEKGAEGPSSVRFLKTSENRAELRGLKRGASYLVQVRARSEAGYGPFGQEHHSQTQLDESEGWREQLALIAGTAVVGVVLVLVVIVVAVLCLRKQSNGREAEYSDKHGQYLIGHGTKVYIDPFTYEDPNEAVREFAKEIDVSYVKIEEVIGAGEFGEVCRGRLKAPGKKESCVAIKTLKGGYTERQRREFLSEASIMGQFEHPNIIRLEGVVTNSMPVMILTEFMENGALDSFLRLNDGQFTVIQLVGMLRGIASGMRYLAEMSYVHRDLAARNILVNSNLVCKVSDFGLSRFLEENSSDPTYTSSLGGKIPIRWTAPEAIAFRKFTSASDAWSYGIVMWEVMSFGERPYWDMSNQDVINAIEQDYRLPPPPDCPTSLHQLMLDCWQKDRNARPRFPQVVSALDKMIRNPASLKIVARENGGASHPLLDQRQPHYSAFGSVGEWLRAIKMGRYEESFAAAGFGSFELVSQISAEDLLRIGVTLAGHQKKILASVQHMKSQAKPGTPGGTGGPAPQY
# Pyk2 oligo antag = antagonists of human Pyk2 oligomerization. Q14289. Q293 cells, Pyk2 FERM NanoBiT luminescence; hits give low values. z-score (the deposit names both 25 µM and 10 µM). hit rate 0.83% among 99,000. AID 1347419;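 active = Z-score of -3 or lower, scaled per plate to the spread of control and sample wells; inactive = z-score above -3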;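 also: negative z-score means lost luminescence so less FERM oligomerization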
# PTPN22 act = increases human PTPN22 phosphatase activity | Q9Y2R2 | recombinant LYP, DiFMUP fluorescence; 0 = plate median, 100 = signal doubled | activation, % at 2 µM | hit rate 0.11% among 96,000 | AID 697;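 active = activation at 2 µM above a set limit, the mean plus 5 SD, cut at about 37% in these data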
# PLK1 PBD inh = blocks phosphopeptide binding to human Plk1 polo box domain | AID 693 | inhibition, %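 (tested at about 20 µM)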 | hit rate 0.13% among 97,000 | P53350 | Plk1 PBD phosphopeptide binding, fluorescence polarization; in the data active = inhibition above about 34%, passing the limit was not always enough
# FAK blocker = blocks human focal adhesion kinase activity; Q05397; biochemical FAK kinase activity assay; inhibition, %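 (tested at 7 µM)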; hit rate 0.84% among 97,000; in the data active = inhibition above about 19%;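 also: 0% = DMSO and 100% = reference compound high control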
# PTPN22 inh 2 = inhibitors of human LYP (PTPN22) phosphatase | Q9Y2R2 | recombinant LYP catalytic domain, DiFMUP fluorescence | inhibition, % at 2 µM | hit rate 0.21% among 96,000;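 active = inhibition at 2 µM at or above a set limit, the screen mean plus 3 SD, cut at about 24% in these data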;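 also: 0% = DMSO with enzyme and 100% = enzyme fully blocked by orthovanadate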
# F-actin modifier = modifiers of cytoskeleton assembly. HUVEC TNFa F-actin phalloidin imaging, high content. inhibition, % at 2 µM. hit rate 0.18% among 91,000. AID 836;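 active = inhibition above the batch mean plus 3 SD and confirmed as a hit by visual image inspection, cut at about 30% in these data, passing the limit was not always enough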; also: strong numbers were not always called active
# HIV Rev-RRE inh = HIV Rev-RRE protein-RNA interaction inhibition; P05866; Rev peptide-RRE RNA binding, FRET; inhibition, % at 8 µM; hit rate 0.79% among 97,000; AID 704;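 active = inhibition above the screen-wide mean plus 3 SD, cut at about 35% in these data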;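 also: 0% = median DMSO wells and 100% = median Neomycin B control wells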
# Target sequence (P05866 whole entry, looked up): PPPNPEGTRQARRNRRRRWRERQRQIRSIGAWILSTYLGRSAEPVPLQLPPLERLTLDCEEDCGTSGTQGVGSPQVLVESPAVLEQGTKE
#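 Material: labelled RRE RNA duplex and labelled Rev peptide / Buffer or medium: HEPES pH 7.5 salt buffer with EDTA / Compound dosing: single point, 8 µM final nominal compound concentration / Benchmarks: DMSO low control, neomycin B high control / Timing: 5 min preincubation and 15 min binding, 25 °C / Technique: FRET fluorescence readout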
# The depositor's hits bear a star; nt = no result given.
SMILES,PLK1 kinase inh,EphB4 antag,Pyk2 oligo antag,PTPN22 act,PLK1 PBD inh,FAK blocker,PTPN22 inh 2,F-actin modifier,HIV Rev-RRE inh
CCc1ccccc1NC(=O)c1cc(-c2cccc(O)c2)on1,-5,1,nt,-2,-17,0,2,1,0
O=C(Cc1cccs1)Nc1ccc(-c2nnn(CC(=O)N3CCOCC3)n2)cc1,-17,-5,nt,7,14,25*,-7,nt,-2
C=CCN1C(=O)CSC1=Nc1ccc(O)cc1,-48,-6,-0.39,-2,14,2,0,-14,6
CCOC(=O)c1cnn2c1[nH]c(=O)c1ccccc12,-2,8,-0.21,-1,-23,13,1,-13,5
O=C(Nc1ccc(F)cc1F)N1CCCCC1c1cccnc1 (stereo not given),1,-2,0.52,1,-30,-2,-2,-3,2
COc1ccc(CC(=O)NC(C)c2nnc(SCC(=O)c3ccc(Br)cc3)n2C)cc1 (stereo not given),-10,2,-0.02,-5,-17,0,7,-14,7
C=C(C)c1cccc(C(C)(C)NC(=O)N2CCN(CC)CC2)c1,-16,-3,1.3,-9,-13,0,9,10,1
COc1ccc(/C=C/C(=O)NCC(=O)N/N=C/c2cc(Br)ccc2OCc2ccccc2)cc1,5,-3,0.29,-10,-19,0,13,-5,15
Cc1ccc(C)n1C(Cc1ccccc1)C(=O)O (stereo not given),-9,-1,nt,-9,-11,-2,8,-5,8
Cc1cc(C)n(Cc2nc3ccccc3n2C)n1,-18,-3,0.73,-3,-3,2,5,-2,3
Clc1ccc(OCc2nn3c(C4CCCCC4)nnc3s2)c(Cl)c1,-3,0,-1,-7,21,5,6,-31,8
O=C1CCCCN1CCc1c[nH]c2ccccc12,-9,-3,-0.35,0,13,1,-1,2,2
CNC(=O)c1cccc(N2CCCC2=O)c1,-8,-4,0.69,-2,9,-2,-1,6,5
O=C(CCC1=NS(=O)(=O)c2ccccc2N1)NC1CCCCCCC1,1,-2,-0.51,0,26,4,-2,nt,4
CSC1=C(C#N)C(c2ccc(C)s2)CC(=O)N1 (stereo not given),-2,-4,0.47,-1,10,2,-1,-3,10
O=C(N/N=C/c1ccc(F)cc1)c1sccc1OCc1ccc(F)cc1,-12,7,0.26,2,3,-2,4,6,9
CCOc1ccccc1N(CC(=O)NC1CCCC1)C(=O)CCC(=O)Nc1cc(C)on1,-8,-10,0.03,-8,15,-3,7,34,3
CCNc1nc(Oc2ccc(C(=O)OC)cc2)nc(SC)n1,-19,2,-0.26,-10,9,-1,8,12,4
Cc1ccc(-c2nn(C)c(=O)c3ccccc23)cc1CNC(=O)c1ccco1,0,-2,-0.31,-2,-13,1,0,3,0
COc1ccc(C(=O)Nc2ccc(OCc3ccccc3)cc2)cc1[N+](=O)[O-],-11,-5,1.7,-11,21,-3,16,-13,-5
Cc1ccc(C2C(C#N)=C(N)N(c3ncn[nH]3)C3=C2C(=O)CC(C)(C)C3)cc1 (stereo not given),-16,9,0.84,-1,21,0,1,2,-1
COc1ccc2oc(=N)c(-c3nnc4n3CCCCC4)cc2c1,-12,0,1.3,-16,-8,2,17,-25,4
CCC(CC)C(=O)NC12CC3CC(CC(C3)C1)C2,-6,0,-0.41,-9,22,0,12,10,5
COc1cccc(C2/C(=C(/O)c3cnn(-c4ccccc4)c3C)C(=O)C(=O)N2CCN(C)C)c1OC (stereo not given),-13,-6,-0.28,-3,-34,0,1,15,-2
COC(=O)CSc1ncnc2c1sc1nc(N3CCOCC3)c3c(c12)CCCC3,-162,5,1.2,-2,1,-4,4,18,-1

# The closing 3 records of the section before lead into the next:
SMILES,PLK1 kinase inh,EphB4 antag,Pyk2 oligo antag,PTPN22 act,PLK1 PBD inh,FAK blocker,PTPN22 inh 2,F-actin modifier,HIV Rev-RRE inh
CCC(CC)C(=O)NC12CC3CC(CC(C3)C1)C2,-6,0,-0.41,-9,22,0,12,10,5
COc1cccc(C2/C(=C(/O)c3cnn(-c4ccccc4)c3C)C(=O)C(=O)N2CCN(C)C)c1OC (stereo not given),-13,-6,-0.28,-3,-34,0,1,15,-2
COC(=O)CSc1ncnc2c1sc1nc(N3CCOCC3)c3c(c12)CCCC3,-162,5,1.2,-2,1,-4,4,18,-1
Cn1nc(C(F)(F)F)c(/C=N/OCc2c(Cl)cccc2Cl)c1Cl,-9,5,-0.32,-2,-42,-1,5,1,23
CSCCC(NC(=O)c1ccccc1)C(=O)NC1CCCC1 (stereo not given),-7,-2,1.4,-3,-4,-2,2,-8,7
CN(C)/C=C1\N=C(c2ccc3c(c2)OCO3)OC1=O,46,-9,-0.43,14,-4,4,-15,4,6
COCCNC(=O)c1ccccc1NC(=O)c1ccccc1N(C)S(=O)(=O)c1ccccc1,-10,-4,-0.76,4,13,0,-7,-4,1
O=S(=O)(NCc1cc(-c2ccc(Cl)cc2)no1)c1ccc(Cl)cc1,-2,0,2.3,-13,9,2,16,6,6
N#CCC(=N)N1CCN(c2ccc(Cl)cc2)CC1,-7,-1,1.8,-4,6,0,7,-5,1
COc1ccc(Br)cc1S(=O)(=O)N1CCCC1,-14,-1,-0.21,0,14,-3,-1,-8,3
COC(=O)C1=C(C)N(c2ccc(S(N)(=O)=O)cc2)C(=O)C1,-6,-6,0.7,-3,23,-1,4,-5,-1
Cc1cccc(NC(=O)CSc2nc(-c3ccccc3)c(C#N)c(=O)[nH]2)c1C,6,-13,-0.96,-5,15,-13,10,4,1
COc1cc(OC)c2c(N)c(C#N)c(C(F)(F)C(F)(F)F)nc2c1,-46,-2,1.9,-7,11,-2,7,0,15
Clc1ccc(/C=N/Nc2nnc(-c3ncc[nH]3)c3ccccc23)cc1,-9,1,-0.56,-3,-16,16,0,-6,0
Cc1ccc(CCSCC(=O)O)cn1,-8,2,0.05,4,0,-1,-9,1,5
Cc1cc2n(c1)CCn1c(C)ccc1-2,5,4,nt,2,14,23*,-2,13,46*
CC(=O)c1cccc(NC(=O)CN2C(=O)C3C4C=CC(C4)C3C2=O)c1 (stereo not given),-16,-5,0.75,5,-16,1,-7,14,9
O=c1[nH]nc(CNc2ccc(O)cc2)c2ccccc12,1,-3,0.21,4,-11,5,-3,-13,29
CCCc1cc(C(=O)Nc2sc(C(C)=O)c(C)c2C(=O)OCC)no1,-23,5,nt,-9,31,1,7,7,4
CCCOc1cc(C)c(Cl)cc1S(=O)(=O)N(CC)CC,-8,3,-1.3,-1,12,2,2,-8,10
CCCCNC(=O)NS(=O)(=O)c1ccc(C(=O)OC)o1,-13,0,1.4,1,3,-3,-2,4,10
CC(=O)Nc1ccc(NC(=O)c2ccccc2F)cc1,-5,5,0.91,-4,-11,5,-1,-5,5
OCCOCCNc1ncnc2c1cnn2-c1ccccc1,-2,-4,0.39,-6,-18,1,4,nt,6
CCOC(=O)c1cnc(-n2nc(C)cc2C)nc1NC,-6,2,0.77,-7,14,3,4,41,4
CCNC(=O)C1CC(=O)N(Cc2ccc(F)cc2)C(=Nc2ccc(OC)cc2)S1 (stereo not given),-6,5,-1.6,-8,4,2,6,-14,8
CCS(=O)(=O)N1CCN(S(=O)(=O)c2ccc(F)cc2)CC1,-10,0,-0.76,4,-15,1,-5,6,4
CCN(Cc1ccccc1)C(c1cccs1)c1nnnn1C1CCCCC1 (stereo not given),-8,-1,-0.11,-14,-32,4,13,47,16
O=C(COc1ccc(S(=O)(=O)NC2CCCC2)cc1)N1CCCCCC1,-13,5,0.86,7,19,-1,-10,-3,2
SMILES,PLK1 kinase inh,EphB4 antag,Pyk2 oligo antag,PTPN22 act,PLK1 PBD inh,FAK blocker,PTPN22 inh 2,F-actin modifier,HIV Rev-RRE inh
CC(C)Oc1ccc(C2C(C(=O)c3ccco3)=C(O)C(=O)N2CCCN(C)C)cc1 (stereo not given),1,2,nt,4,32,-6,-5,-15,4
COc1cc2cc3c(N)c(C(=O)NCc4ccco4)sc3nc2cc1OC,-3,-9,-1.1,7,7,4,-10,-18,34
O=c1c(C=Nc2ccc(Cl)cc2)c[nH]n1-c1cccc(Cl)n1,-12,1,0.14,-5,2,17,8,-5,-1
N#CCCCCN1c2cccc3cccc(c23)S1(=O)=O,-10,-7,-0.8,7,-1,-3,-11,5,6
CCOC(=O)C(=O)Nc1ccccc1C(=O)Nc1ccc(OC)cc1,0,6,-0.8,4,-9,-4,-1,nt,7
COc1cccc(C(=O)Nc2cccc(SC)c2)c1,-9,-1,-0.26,-8,-4,2,7,8,2
Cc1nc2c(-c3ccc(F)cc3)c(C)nn2c(C)c1CCC(=O)N1CCN(c2ccccc2)CC1,-6,-6,nt,2,11,-2,-5,-9,-1
O=C(CSc1nnc(-c2cccnc2)n1-c1ccccc1)Nc1ccc2c(c1)OCO2,-7,-7,1.6,0,-1,-1,2,-6,1
Cc1sc2nc(C(C)C)nc(SCC(=O)N3CCN(C(=O)c4ccco4)CC3)c2c1C,-5,0,0.12,1,-25,2,-4,9,4
COC(=O)CSc1nnc(-c2cccnc2)n1-c1cc(OC)cc(OC)c1,-2,4,-0.38,-2,15,1,0,6,8
Cc1n[nH]c(C)c1S(=O)(=O)N1CCCC(C(=O)Nc2nccs2)C1 (stereo not given),-2,2,-0.15,2,-4,1,-2,-7,3
Cc1ccc(C)c(NC(=O)CN(C)C(=O)CCN2C(=O)c3ccccc3C2=O)c1,-10,-4,-0.24,10,-22,4,-7,2,3
CN(C)c1ccc(NC(=O)c2ccncc2)c2ccccc12,-13,0,-0.48,-6,2,2,5,-13,9
Cc1ccc(C(=O)ONc2ccc(N=NC(=O)c3ccccc3O)cc2)cc1,-10,5,-0.54,-24,-2,5,24,-26,-1
O=C(O)CSCC(=O)Nc1cccc(C(F)(F)F)c1,-15,8,-0.19,-6,-13,-1,7,5,8
CC(C)C(NCc1c(Cl)cccc1Cl)C(=O)O (stereo not given),-1,-1,0.34,-1,8,1,-1,20,4
COc1ccc(NC(=O)CSc2nnc(-c3ccccc3)n2Cc2ccco2)c(OC)c1,4,2,-0.95,9,-25,5,-11,34,13
O=C(c1ccc(Cl)cc1)C1CCN(C(=O)C2CC2)CC1,-19,5,0.39,6,-10,1,-3,-15,3
COC(=O)c1cc(COc2ccc3oc(C)c(C(=O)OC)c3c2)c(C)o1,0,-2,-1.8,20,-36,1,-21,1,0
COc1ccc(/C=N/NC(=O)C2c3ccccc3Oc3ccccc32)c(OC)c1,-8,-5,0.32,7,22,0,-1,-42,1
COc1ccc(C2/C(=C(\O)c3cccc(OC)c3)C(=O)C(=O)N2c2ccccn2)cc1 (stereo not given),-13,6,-1,0,26,4,5,1,2
NS(=O)(=O)c1ccc(S(=O)(=O)N(Cc2ccccc2F)CC2CCCO2)cc1 (stereo not given),-9,-1,0.08,-4,4,7,2,-16,4
Cc1ccc(-n2c(C)cc(/C=N/NC(=O)c3ccncc3)c2C)cc1,-13,0,2.5,7,18,-5,-1,-18,-5
O=c1[nH]c2ccccc2n1C1CCCCC1,-12,8,-0.96,10,12,-3,-10,9,1
CC(=O)c1cnc2nc(C(F)(F)F)nn2c1C,-10,-7,0.53,3,-15,1,-7,19,13
O=C1C(NS(=O)(=O)c2cccs2)=C(N2CCN(c3cccc(Cl)c3)CC2)C(=O)c2ccccc21,-4,0,-0.22,-8,22,-1,9,-1,10
C=CCCC(=O)Nc1nc(C)c(-c2csc(Nc3cc(OC)ccc3OC)n2)s1,-2,-1,nt,-5,13,0,9,24,1
O=C(NC1=NCCS1)c1ccc(-c2ccc(Cl)cc2)o1,-4,-4,-0.36,7,27,-1,-8,-3,3

# Entries of single compounds, looked up by structure.
# `O=C(CSc1nnc(-c2cccnc2)n1-c1ccccc1)Nc1ccc2c(c1)OCO2` as listed: PLK1 kinase inh = -7; EphB4 antag = -7; Pyk2 oligo antag = 1.6; PTPN22 act = 0; PLK1 PBD inh = -1; FAK blocker = -1; PTPN22 inh 2 = 2; F-actin modifier = -6; HIV Rev-RRE inh = 1
# `O=c1[nH]c2ccccc2n1C1CCCCC1` as listed: PLK1 kinase inh = -12; EphB4 antag = 8; Pyk2 oligo antag = -0.96; PTPN22 act = 10; PLK1 PBD inh = 12; FAK blocker = -3; PTPN22 inh 2 = -10; F-actin modifier = 9; HIV Rev-RRE inh = 1
